# NTMT1 inhibitor: Primary qHTS for Inhibitors of N-terminal methyltransferase 1 (NTMT1): MTaseGlo Assay; N-terminal Xaa-Pro-Lys N-methyltransferase 1 (Homo sapiens), Q9BV86; NTMT1 MTase-Glo SAH luminescence, purified enzyme; Potency, µM (series often up to 114 µM), inactives show at the highest dose activity change, negative = inhibition, usual class: inhibitors; 2.5% of 59,000 active; AID 1645870, 2021;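 also: potency is read from the fitted curve at half-maximal effect; plate controls were DMSO vehicle for no effect and no enzyme for full effect; nearly all actives have a fitted effect of over 65% in size; many of its hits are not listed in these tables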
# Target sequence (Q9BV86 whole entry, looked up): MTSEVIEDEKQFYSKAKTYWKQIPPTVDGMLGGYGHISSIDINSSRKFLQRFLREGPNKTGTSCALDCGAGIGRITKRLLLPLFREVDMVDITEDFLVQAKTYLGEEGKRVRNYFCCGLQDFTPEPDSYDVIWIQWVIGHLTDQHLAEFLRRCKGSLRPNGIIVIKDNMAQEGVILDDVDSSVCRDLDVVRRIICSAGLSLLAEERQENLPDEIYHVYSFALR
# p53null 32C tox: qHTS Screen for Compounds that Selectively Target Cancer Cells with p53 Mutations: Cytotoxicity of p53 Null Cells at the Permissive Temperature | Potency, µM (highest dose often 46.1 µM), without a hit: at the highest dose activity change, negative = cytotoxicity, most hits filed as cytotoxic | 0.62% of 55,000 active | H1299-neo p53 null cells, ATP luminescence, 24 h, 32C | AID 903, 2007;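 also: potency is read from the fitted curve at half-maximal effect; 0% = DMSO only and -100% = full killing by 100 µM tamoxifen; nearly all actives have a fitted effect of over 55% in size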
#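 H1299-neo, 600 cells/well; overnight 37C; cpd up to 46 uM, 24 h at 32C; ATPlite luminescence after 20 min RT; normalized to DMSO (0%) and tamoxifen 100 uM (100% kill); Hill-fit AC50.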
# B2AR arrestin ag: qHTS assay of beta-arrestin-biased ligands of beta2-adrenergic receptor: NCGC Sytravon Library Screen; Beta-2 adrenergic receptor (Homo sapiens), P07550; HTLA Tango cells, beta-arrestin recruitment, luciferase luminescence, 18 h; Potency, µM (doses to about 46.1 µM), for inactives: at the top dose activation, usual class: activators; 44,000 tested, under 10 active; AID 1347077, 2019;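 also: potency is read from the fitted curve at half-maximal effect; 0% = DMSO and full agonism = EC100 isoproterenol or metaproterenol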
#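 Tango cells expressing recombinant beta2-AR and beta-arrestin were treated with compounds (up to 46 microM titration) in DMEM with 1% FBS for 18 hr at 37 degrees C. Beta-arrestin recruitment drove tTA-dependent luciferase, read by luminescence; curves were fitted and classed.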
# FH mod: Identification of activators of human fumarate hydratase by quantitative high-throughput screening; FH coupled MDH/diaphorase resazurin fluorescence, 15 min; Fumarate hydratase, mitochondrial (Homo sapiens), P07954; Potency, µM (highest dose often 79.9 µM), inactives show at the top dose activity change, negative = inhibition, most hits filed as inhibitors; 0.22% of 54,000 active; also: potency is read from the fitted curve at half-maximal effect; % is scaled to controls: 0 for no effect and ±100 for the full control effect; the screen sought activators but most active calls are inhibition curves; nearly all actives have a fitted effect of over 45% in size
# Target sequence (P07954 whole entry, looked up): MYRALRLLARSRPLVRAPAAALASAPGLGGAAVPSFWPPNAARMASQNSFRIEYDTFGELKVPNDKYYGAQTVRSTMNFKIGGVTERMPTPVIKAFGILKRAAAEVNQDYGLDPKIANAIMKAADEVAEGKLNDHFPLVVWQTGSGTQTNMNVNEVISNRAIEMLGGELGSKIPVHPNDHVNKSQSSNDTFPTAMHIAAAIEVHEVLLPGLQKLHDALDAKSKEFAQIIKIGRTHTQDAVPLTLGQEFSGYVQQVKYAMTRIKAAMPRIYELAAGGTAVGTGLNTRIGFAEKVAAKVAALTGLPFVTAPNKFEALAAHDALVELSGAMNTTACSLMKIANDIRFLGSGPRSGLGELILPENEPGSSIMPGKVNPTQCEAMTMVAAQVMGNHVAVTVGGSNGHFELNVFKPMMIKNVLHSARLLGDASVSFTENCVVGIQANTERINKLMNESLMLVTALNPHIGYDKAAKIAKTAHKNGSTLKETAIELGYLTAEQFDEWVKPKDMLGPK
# PTAP-TSG101 blk: qHTS Validation Assay for Inhibitors of HIV-1 Budding by Blocking the Interaction of PTAP/TSG101: Sytravon Library Screen; Tumor susceptibility gene 101 protein (Homo sapiens), Q99816; Fluorescence polarization, FITC-PTAP peptide/Tsg101, 20 min; Potency, µM (series often up to 115 µM), for inactives: at the top dose activity change, negative = inhibition, hits mostly inhibitors; 44,000 tested, under 10 active; AID 1347069, 2019; also: potency is read from the fitted curve at half-maximal effect; 0% is about no effect
#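 Steps: Tsg101 binding domain (10 uM final) in HEPES pH 7.5/NaCl/Tween 20/EDTA/TCEP; add compound; add FITC-PTAP peptide (50 nM final); incubate 20 min r.t.; read polarization.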
# p53null 39C kill: qHTS Screen for Compounds that Selectively Target Cancer Cells with p53 Mutations: Cytotoxicity of p53 Null Cells at the Nonpermissive Temperature. 0.97% of 55,000 active. Potency, µM (titrated, usually from 46.1 µM), without a hit: top-dose activity, negative = cell killing, hits mostly cytotoxic. H1299 p53-null (neo) cells, 39C, ATPlite viability, 24 h;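 also: potency is read from the fitted curve at half-maximal effect; 0% = DMSO only and -100% = full killing by 100 µM tamoxifen; nearly all actives have a fitted effect of over 50% in size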
#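 Cells seeded at 600/well, 37C overnight. Compound added (up to 46 uM), plates shifted to 39C for 24 hr. ATPlite added, luminescence read after 20 min at room temperature.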
# GALK inh: qHTS Assay for Inhibitors of Human Galactokinase (GALK): NCGC Sytravon Library Screen; 44,000 tested, under 10 active; Potency, µM (highest dose often 57.5 µM), without a hit: at the highest dose activity, negative = inhibition, hits mostly inhibitors; recombinant GALK, Kinase-Glo ATP luminescence, 1 h; AID 1347072, 2019; P51570;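 also: plate controls were full GALK reaction for no effect and reaction lacking GALK for full effect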
#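 Reactions with and without enzyme served as controls. GALK at 5 nM phosphorylates 100 uM galactose using 35 uM ATP (HEPES pH 8.0, Mg2+) for 1 h at RT, with luminescence read 10 min after adding Kinase-Glo Plus.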
# * marks the source's active call; other numbers are inactive results; ? = inconclusive; / = no result given; [ ] = dose if it differs, or a comment. Calls follow the shape of the dose curve; as a rule, active = well fitted curve in the direction sought with a large enough effect; inconclusive = small, poorly fitted or top-dose-only effect, or another doubt; inactive = no such curve, though single readings can be large; an effect the other way counts as inactive or inconclusive. Some of the compounds tested (hit frequency here may not be typical).
1: COc1cccc(-n2cc(C(=O)NCc3ccccc3OC)c3ccccc3c2=O)c1
2: CCOc1ccc(NC(=O)CSC2=Nc3ccccc3C3=NC(CC(=O)NCc4ccco4)C(=O)N23)cc1 (stereo not drawn)
3: CCOc1ccc(Nc2nc(-c3cccc(Cl)c3)c3c(n2)-c2ccccc2OC3)cc1
4: CCS(=O)(=O)c1ncc(Cl)c(C(=O)Nc2c(C(=O)Nc3cccc(C)c3)oc3ccccc23)n1
5: O=C(c1ccccc1Cl)N1CCN(CCc2ccccn2)CC1
6: CC(=O)c1ccc(N2CCN(C(=O)c3cc4ccc5cccnc5c4[nH]3)CC2)cc1
7: CCc1ccc(OCC2c3cc(OC)c(OC)cc3CCN2C(=O)Cc2ccc(OC)c(OC)c2)cc1 (stereo not drawn)
8: COc1ccc(NC(=O)Cn2cc(S(=O)(=O)Cc3ccc(F)cc3)c3ccccc32)cc1OC

Assay by compound	1	2	3	4	5	6	7	8
NTMT1 inhibitor	4%	4%	13%	4%	11%	10%	5%	-18%
p53null 32C tox	-2%	6%	?	?	-12%	-30%	39%[activator]	-4%
B2AR arrestin ag	0%	-1%	-4%	-1%	0%	-1%	4%	1%
FH mod	-13%	-24%	0%	?	?	-10%	?	-17%
PTAP-TSG101 blk	-1%	-6%	-7%	3%	-2%	-1%	-2%	3%
p53null 39C kill	-9%	8%	?	?	-5%	-27%	27%	-8%
GALK inh	-1%	-4%	2%	9%	-4%	2%	2%	3%

9: COc1ccc(NC(=O)Cc2ccc(NC(=O)N3CCCCc4ccccc43)cc2)c(OC)c1
10: Cc1ccc(OCc2ccc(-c3nc(C#N)c(NCc4ccccc4Cl)o3)o2)cc1
11: CC1=C(c2ccc(C)c(C)c2)S(=O)(=O)N=C1N1CCN(c2cccc(C)c2)C(C)C1 (stereo not drawn)
12: CN(Cc1ccccc1)c1nc(-c2ccc(F)cc2)cc(C(F)(F)F)n1
13: CCOC(=O)c1c(NC(=O)/C=C/c2ccc(OC)c(OC)c2)sc(C(C)=O)c1C
14: Cc1ccccc1CCNC(=O)c1ccc2c(c1)c(C)c(C)n2C
15: Cc1ccc(SCCNC(=O)CN(c2cccc(C)c2C)S(C)(=O)=O)cc1
16: COc1ccc(N2CCN(CC(O)COc3c(OC)cccc3OC)CC2)cc1 (stereo not drawn)

Assay by compound	9	10	11	12	13	14	15	16
NTMT1 inhibitor	-13%	8%	8%	?	5%	14%	-3%	-19%
p53null 32C tox	-2%	?	0%	10%	-4%	-8%	8%	3%
B2AR arrestin ag	0%	-4%	-2%	1%	0%	1%	-2%	-2%
FH mod	-7%	-21%	-12%	-29%	1%	-18%	-3%	-13%
PTAP-TSG101 blk	-1%	3%	4%	-2%	3%	10%	-4%	2%
p53null 39C kill	2%	?	-1%	7%	6%	0%	18%	9%
GALK inh	3%	3%	2%	6%	-1%	5%	0%	1%

17: Cc1c(CCNC(=O)Cc2ccc(F)cc2)sc2nc(-c3ccc(F)cc3)nn12
18: Cc1cccn2c3c(c(=O)nc12)C(c1ccc(F)cc1)CC(=O)N3 (stereo not drawn)
19: COc1ccc(CNc2ncnc3c2c(-c2ccccc2)cn3-c2ccc(C)c(Cl)c2)cc1
20: CCC1CN(C(=O)C2CCN(S(=O)(=O)c3c(C)noc3/C=C/c3ccccc3F)CC2)c2cc(C)ccc2O1 (stereo not drawn)
21: Cc1ccccc1NC(=O)c1ccc(F)c(S(=O)(=O)NC2CCCC2)c1
22: COc1ccc(-c2cc(=O)n3[nH]cnc3n2)cc1
23: Cc1cccc(OC(=O)c2snnc2C)c1
24: CC(=O)c1ccc(N2CCN(C(=O)c3cc(S(=O)(=O)N4CCCCCC4)cn3C)CC2)cc1

Assay by compound	17	18	19	20	21	22	23	24
NTMT1 inhibitor	29%	7%	-11%	16%	3%	-2%	-5%	-2%
p53null 32C tox	-8%	-3%	-5%	0%	-6%	?	-4%	?
B2AR arrestin ag	-2%	0%	-1%	0%	-1%	0%	-4%	-1%
FH mod	8%	1%	-5%	-14%	5%	-15%	1%	-5%
PTAP-TSG101 blk	3%	-4%	2%	0%	0%	-2%	0%	2%
p53null 39C kill	6%	17%	-6%	12%	19%	?	7%	?
GALK inh	-1%	1%	-1%	3%	2%	2%	0%	1%

25: COc1ccccc1CNC(=O)c1cc(S(=O)(=O)N2CCCC(C)C2)cn1C (stereo not drawn)
26: COc1ccc(N(CC(=O)N2CCN(c3cc(C)ccc3C)CC2)S(=O)(=O)c2c(C)noc2C)cc1
27: O=C(O)c1cccnc1SCc1cccc(Cl)c1
28: CCOCCOC(=O)c1ccc2c(c1)N(Cc1ccccc1C#N)C(=O)c1ccccc1S2(=O)=O
29: COc1ccccc1NC(=O)Cn1c(=O)n(Cc2nc(-c3ccccc3)no2)c(=O)c2ccccc21
30: CCc1ccc2c(c1)c(=O)c(C(=O)c1ccc(C)cc1)cn2CC(=O)Nc1ccc2c(c1)OCCO2
31: CCc1ccc(OCC(=O)Nc2cc(-c3nc4cc(C)ccc4o3)ccc2C)cc1
32: Cc1ccc2nc(Cl)c3cc(C(=O)N4CCCC(C)C4)sc3c2c1 (stereo not drawn)

Assay by compound	25	26	27	28	29	30	31	32
NTMT1 inhibitor	2%	14%	-1%	-28%	-2%	-8%	8%	?
p53null 32C tox	-2%	5%	-7%	7%	2%	-2%	7%	0%
B2AR arrestin ag	-1%	0%	-1%	0%	1%	1%	0%	1%
FH mod	-7%	-9%	-9%	-12%	-9%	2%	2%	?
PTAP-TSG101 blk	-7%	0%	-5%	0%	0%	-2%	1%	-5%
p53null 39C kill	2%	-8%	-10%	-8%	-7%	7%	-6%	20%
GALK inh	3%	8%	0%	1%	0%	7%	-1%	1%

33: CCc1nn(CC(=O)NCc2ccccc2)c(=O)c2cccn12
34: CCCCN(CC)CCNC(=O)c1nn(-c2ccc(OC)cc2)c(=O)c2c1c1ccccc1n2C
35: CCCNC(=O)N1CCN(S(=O)(=O)c2ccc3c(ccn3C)c2)CC1
36: CCOc1ccccc1CNC(=O)CCc1c(C)nn(-c2ccc(N3CCCC3)nn2)c1C
37: CCn1cc(C(=O)N2CCN(c3cccc(C)c3C)CC2)c2cc(OC)c(OC)cc2c1=O
38: Cc1c(C(=O)N(Cc2cccc(Cl)c2)Cc2ccco2)oc2ccccc12
39: O=C(COc1ccccc1F)Nc1nnc(S(=O)(=O)N2CCCCCC2)s1
40: Cc1ccc(CCNC(=O)C(NS(=O)(=O)c2ccc3c(c2)oc(=O)n3C)C(C)C)cc1 (stereo not drawn)

Assay by compound	33	34	35	36	37	38	39	40
NTMT1 inhibitor	-3%	-11%	?	/	-2%	-5%	7%	6%
p53null 32C tox	-7%	4%	0%	-5%	18%	13%	1%	-6%
B2AR arrestin ag	-3%	-2%	0%	0%	5%	-1%	0%	-1%
FH mod	2%	-1%	-1%	/	-10%	-10%	-8%	2%
PTAP-TSG101 blk	-3%	-6%	1%	-8%	?	-2%	0%	3%
p53null 39C kill	25µM*	-10%	3%	-5%	-5%	6%	18%	-10%
GALK inh	1%	6%	0%	-2%	0%	-3%	-12%	-1%

# 8 entries from above, sorted by molecular weight, rising:
33: CCc1nn(CC(=O)NCc2ccccc2)c(=O)c2cccn12
32: Cc1ccc2nc(Cl)c3cc(C(=O)N4CCCC(C)C4)sc3c2c1 (stereo not drawn)
35: CCCNC(=O)N1CCN(S(=O)(=O)c2ccc3c(ccn3C)c2)CC1
38: Cc1c(C(=O)N(Cc2cccc(Cl)c2)Cc2ccco2)oc2ccccc12
31: CCc1ccc(OCC(=O)Nc2cc(-c3nc4cc(C)ccc4o3)ccc2C)cc1
39: O=C(COc1ccccc1F)Nc1nnc(S(=O)(=O)N2CCCCCC2)s1
40: Cc1ccc(CCNC(=O)C(NS(=O)(=O)c2ccc3c(c2)oc(=O)n3C)C(C)C)cc1 (stereo not drawn)
37: CCn1cc(C(=O)N2CCN(c3cccc(C)c3C)CC2)c2cc(OC)c(OC)cc2c1=O

Assay by compound	33	32	35	38	31	39	40	37
NTMT1 inhibitor	-3%	?	?	-5%	8%	7%	6%	-2%
p53null 32C tox	-7%	0%	0%	13%	7%	1%	-6%	18%
B2AR arrestin ag	-3%	1%	0%	-1%	0%	0%	-1%	5%
FH mod	2%	?	-1%	-10%	2%	-8%	2%	-10%
PTAP-TSG101 blk	-3%	-5%	1%	-2%	1%	0%	3%	?
p53null 39C kill	25µM*	20%	3%	6%	-6%	18%	-10%	-5%
GALK inh	1%	1%	0%	-3%	-1%	-12%	-1%	0%

# Other entries.
41: Cc1ccc(C(=O)N(Cc2sccc2C)C2CCS(=O)(=O)C2)cc1 (stereo not drawn)
42: CCOC(=O)CSc1nc2c(sc3ccccc32)c(=O)n1CCO
43: COc1ccccc1-n1ncc2c(=O)[nH]c(SCC(=O)Nc3ccc(Cl)cc3)nc21
44: CC(C)c1ccc(Nc2c(-c3ccco3)nc3ccccn23)cc1
45: COc1ccc(-c2nc(-c3ccccc3)c(-c3ccc(O)cc3)[nH]2)cc1
46: CCOc1ccc(S(=O)(=O)NCC(c2ccco2)S(=O)(=O)c2ccc(F)cc2)cc1 (stereo not drawn)
47: COCCn1c(CNC(=O)c2ccccc2C)nc2cccnc21
48: Cc1cccc(N2CCN(C(=O)c3cccc(-n4c(C)nc5cccnc54)c3)CC2)c1C

Assay by compound	41	42	43	44	45	46	47	48
NTMT1 inhibitor	17%	?	-7%	-30%	?	17%	15%	-2%
p53null 32C tox	6%	-4%	4%	55%[activator]	?	5%	2%	7%
B2AR arrestin ag	0%	-3%	-2%	0%	-2%	-3%	-1%	-1%
FH mod	-1%	-9%	-10%	-22%	-21%	-9%	4%	3%
PTAP-TSG101 blk	-3%	-2%	-4%	-2%	-3%	-11%	0%	-2%
p53null 39C kill	-6%	2%	12%	?	?	4%	-6%	-6%
GALK inh	-1%	2%	1%	-2%	-16%	-2%	4%	1%

# Bioassay records deposited in PubChem by National Center for Advancing Translational Sciences (NCATS).
